# Bioassay records as filed in PubChem BioAssay.
# CHOP inh: blocks CHOP induction under ER stress | CHO-K1 CHOP-promoter luciferase, tunicamycin-induced, 15-18 h | inhibition, % at 10 µM | 220,000 tested, 3.8% active | AID 2732;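 active = compounds that reduced the stress-induced luciferase reporter signal by more than about 70% of percent inhibition, limit read from the data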;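 also: 0% = tunicamycin plus vehicle and 100% = wells without tunicamycin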
# zfTRPN1 agonist: activates the zebrafish TRPN1 channel. 220,000 tested, 0.18% active. activation, % at 3 µM. AID 1424. HEK293 zebrafish TRPN1-YFP, Fluo-8 calcium fluorescence; 100% = response to 87 µM carbachol;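 active = activation above its plate's cutoff, the mean activation of test wells on that plate plus 3 SD, cut at about 19% in these data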;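 also: 0% = DMSO alone and 100% = 87 µM carbachol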
#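 Assay system: Zebrafish TRPN1-YFP in HEK293 cells | Incubation: Dye loading 1 h at 37 °C, then 30 min room temperature | Measured by: Kinetic Fluo-8 fluorescence, ex 470-495, em 515-575 nm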
# NPY1 pot ag: potentiators or agonists of human neuropeptide Y receptor Y1; P25929; activation, % at 3.6 µM; NPY-Y1 expressing cells, potentiator/agonist activation; 220,000 tested, 0.37% active; AID 1304; in the data active = activation above about 33%, passing the limit was not always enough;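 also: cells stimulated with NPY at EC10 then isoproterenol at EC100; 0% = low agonist plus stimulus and 100% = saturating agonist plus stimulus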
# S1P4 antag: antagonists of human S1P4 receptor | S1P4-expressing cells, antagonist mode, reporter read-out | 220,000 tested, 0.26% active | AID 1510 | inhibition, % at 4.98 µM; in the data active = inhibition above about 29%;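 also: 0% = wells stimulated with agonist and 100% = vehicle wells without agonist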
# EP2 modulator: EP2 receptor (human) modulation; AID 940; induction, % at 25 µM; 260,000 tested, 0.83% active; EP2-expressing cells, cAMP HTRF FRET, PGE2 co-stimulation;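 active = compounds whose cAMP rise, as percent of the full-agonist control response, exceeds 60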;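 also: rat C6 glioma line stably carrying human EP2 under a CMV promoter; the protocol text gives 20 µM as final concentration; 100% = response of wells given 1 µM PGE2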
# NPY Y1 blocker: NPY-Y1 (human) receptor antagonism; 200,000 tested, 1% active; HEK293-CNG Y1 cells, membrane potential fluorescence; NPY at EC95, then isoproterenol; inhibition, % at 3.6 µM; AID 1040; P25929;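 active = inhibition above the campaign mean inhibition of all tested compounds plus 3 SD, cut at about 20% in these data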;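 also: 0% = DMSO wells given NPY plus isoproterenol and 100% = isoproterenol alone without NPY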
#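 Material: HEK293 cells co-expressing NPY Y1 receptor and cyclic-nucleotide gated channel. Timing: compound incubation 1 h at room temperature, readout 45 min post-stimulation. Signal: fluorescence, membrane potential probe.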
# S1P4 ag: activates the human S1P4 receptor; activation, % at 4.98 µM; O95977; AID 1509; 220,000 tested, 0.35% active; S1P4-expressing cell line, agonist reporter assay; in the data active = activation above about 11%;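 also: 0% = DMSO vehicle and 100% = reference agonist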
# NPY-Y2 PAM-ag: potentiates or activates human NPY-Y2 receptor. P49146. cells expressing NPY-Y2, potentiator/agonist read-out. activation, % at 3.6 µM. 220,000 tested, 0.45% active. AID 1359; in the data active = activation above about 27%;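 also: cells stimulated with NPY near EC25 plus isoproterenol at EC100; 0% = vehicle plus submaximal agonist and 100% = vehicle plus saturating agonist; some results beyond the cut were filed as inactive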
# Target sequence (P49146 whole entry, looked up): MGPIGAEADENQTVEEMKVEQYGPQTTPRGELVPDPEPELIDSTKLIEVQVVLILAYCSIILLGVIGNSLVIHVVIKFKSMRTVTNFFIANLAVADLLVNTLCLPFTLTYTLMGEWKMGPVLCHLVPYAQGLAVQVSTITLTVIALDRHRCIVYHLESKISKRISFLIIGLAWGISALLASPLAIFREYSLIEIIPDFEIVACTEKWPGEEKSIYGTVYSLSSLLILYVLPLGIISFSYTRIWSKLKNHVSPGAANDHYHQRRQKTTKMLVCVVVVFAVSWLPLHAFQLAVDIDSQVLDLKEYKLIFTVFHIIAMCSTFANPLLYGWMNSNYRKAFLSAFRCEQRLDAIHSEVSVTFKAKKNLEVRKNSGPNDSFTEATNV
# TRPML3 ag: human mucolipin-3 channel agonism | activation, % at 3 µM | Q8TDD5 | 220,000 tested, 0.29% active | HEK293 TRPML3-YFP, Fluo-8 calcium fluorescence; 100% = the carbachol control signal;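 active = activation above its plate's cutoff, the mean activation of the plate's test wells plus 3 SD, cut at about 12% in these data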;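 also: 0% = DMSO only wells and 100% = carbachol wells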
# Target sequence (Q8TDD5 whole entry, looked up): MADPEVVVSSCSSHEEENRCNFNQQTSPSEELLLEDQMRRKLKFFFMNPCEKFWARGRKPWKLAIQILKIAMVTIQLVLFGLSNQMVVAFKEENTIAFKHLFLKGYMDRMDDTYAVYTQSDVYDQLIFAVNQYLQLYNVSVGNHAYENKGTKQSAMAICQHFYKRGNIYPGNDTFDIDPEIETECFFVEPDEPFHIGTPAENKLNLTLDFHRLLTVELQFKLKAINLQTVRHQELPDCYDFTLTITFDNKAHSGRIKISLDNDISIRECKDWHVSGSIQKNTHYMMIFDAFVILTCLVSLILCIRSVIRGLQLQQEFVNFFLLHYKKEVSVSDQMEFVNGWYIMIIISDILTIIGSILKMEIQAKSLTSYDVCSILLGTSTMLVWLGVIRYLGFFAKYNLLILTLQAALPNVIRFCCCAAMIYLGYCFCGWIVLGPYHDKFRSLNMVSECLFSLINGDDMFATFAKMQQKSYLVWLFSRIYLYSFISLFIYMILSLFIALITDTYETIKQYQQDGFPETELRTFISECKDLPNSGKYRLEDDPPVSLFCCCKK
#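 Test system – HEK293 line with stable expression of human TRPML3-YFP channel · Control set – carbachol 87 µM final as high control (100%), DMSO as low control (0%) · Signal – Fluo-8 calcium dye fluorescence, ex 470-495, em 515-575 nm · Incubation – 1-h 37 °C dye load, 5-s basal, 120-s post-compound reads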
# * hit, by the source's call; nt = not tested or not shown; & = joins results of further samples.
SMILES,CHOP inh,zfTRPN1 agonist,NPY1 pot ag,S1P4 antag,EP2 modulator,NPY Y1 blocker,S1P4 ag,NPY-Y2 PAM-ag,TRPML3 ag
CCCc1c(C)[nH]c2ccc(C(=O)O)cc2c1=S,-20,-0.9,4,3,53,nt,-1.1,-17,0.7
CCc1nnc(NS(=O)(=O)c2ccc(NC(=S)NC(=O)c3ccc(OC)c(OC)c3)cc2)s1,37,1.9,0,-17,-59,-2,-0.3,-6,0.0
Cc1ccc(Cl)cc1NC(=O)Nc1cccs1,29,7.9,19,-6,-59,-3,3.3,9,4.4
CCCn1c2c(c(O)c(C(=O)Nc3ncccc3C)c1=O)CCCC2,31,-1.0,-17,11,17,-4,1.1,-4,0.1
CCOC(=O)C1=C(C)N=c2sc(=C(C)C)c(=O)n2C1c1ccc(N(C)C)cc1 (configuration not stated),nt,-0.5,1,-7,nt,5,-0.3,-2,0.8
COc1ccc(C(F)(F)F)cc1N/C=C\c1nnnn1-c1ccc(C)cc1,19,-0.4,-30,0,-12,10,1.7,-19,0.1
CCC(C)NC(=O)c1c(N)n(/N=C/c2ccccn2)c2nc3ccccc3nc12 (configuration not stated),37,-0.1,18,-6,-9,-5,1.3,13,0.3
O=C(Nc1c[nH]c(=O)[nH]c1=O)c1ccc([N+](=O)[O-])cc1,5,1.9,10,-5,7,-2,0.0,-3,1.1
Cc1ccc(S(=O)(=O)N2CCC(NC(=O)c3ccccc3)CC2)cc1,27,1.7,-2,-5,9,0,3.9,-8,-0.1
CC(C)c1ccc(/C=C2\Oc3c(ccc(O)c3CN3CCN(C)CC3)C2=O)cc1,-6,2.0,17,-6,-31,-2,-1.3,19,2.0
Cc1cc(C)cc(OCC(=O)NNC(=O)CCC(=O)NCc2ccccc2)c1,-12,0.7,-20,-34,-12,3,1.4,-3,0.5
CCCCOCCCNC(=O)Cc1ccccc1OC,-13,-0.7,-4,-16,4,1,0.8,2,-0.5

# Some of the entries above, reformatted.
compound | CHOP inh | zfTRPN1 agonist | NPY1 pot ag | S1P4 antag | EP2 modulator | NPY Y1 blocker | S1P4 ag | NPY-Y2 PAM-ag | TRPML3 ag
Cc1ccc(S(=O)(=O)N2CCC(NC(=O)c3ccccc3)CC2)cc1 | 27 | 1.7 | -2 | -5 | 9 | 0 | 3.9 | -8 | -0.1
CCCc1c(C)[nH]c2ccc(C(=O)O)cc2c1=S | -20 | -0.9 | 4 | 3 | 53 | nt | -1.1 | -17 | 0.7
CCCn1c2c(c(O)c(C(=O)Nc3ncccc3C)c1=O)CCCC2 | 31 | -1.0 | -17 | 11 | 17 | -4 | 1.1 | -4 | 0.1
COc1ccc(C(F)(F)F)cc1N/C=C\c1nnnn1-c1ccc(C)cc1 | 19 | -0.4 | -30 | 0 | -12 | 10 | 1.7 | -19 | 0.1

# Additional structures
SMILES,CHOP inh,zfTRPN1 agonist,NPY1 pot ag,S1P4 antag,EP2 modulator,NPY Y1 blocker,S1P4 ag,NPY-Y2 PAM-ag,TRPML3 ag
O=C(N/N=C/C=C/c1ccc([N+](=O)[O-])cc1)C1COc2ccccc2O1 (configuration not stated),24,0.8,-15,-2,-6,6,0.7,-11,1.6
CN(C)c1ncc(S(=O)(=O)c2ccccc2)c(-c2ccc(Cl)cc2Cl)n1,20,-0.5,-4,3,65*,4,1.6,12,58*
CN(Cc1nc(-c2cnccn2)no1)Cc1n[nH]c2c1CCCCC2,0,1.0,8,-12,-10,nt,-0.8,-1,0.7
COc1ccc2oc(C(=O)c3ccccc3)c(N)c2c1,-36,0.5,22,-6,-1,-5,0.2,7,-0.5
CC(C)C(NC(=O)C1CCCCC1)C(=O)NCc1ccccn1 (configuration not stated),17,0.6,4,-6,38,6,-0.3,14,0.6
Cc1ccc(CNC(=O)C23CN(Cc4ccccc4)CC2C(c2cccc([N+](=O)[O-])c2)=NO3)cc1 (configuration not stated),3,-0.3,0,4,15,5,0.6,-4,0.1
COC(=O)CSc1nnc(CNC(=O)c2ccccc2OC)n1-c1ccc(OC)cc1,22,0.0,-18,-21,-10,5,-3.2,9,-0.4
C#CCOCCOCCOCCNc1nc(N2CCN(C(=O)Cn3cc(CCCN=C(N)N)nn3)CC2)nc(N2CCN(C(=O)[C@H](C)n3cc(CCCN=C(N)N)nn3)CC2)n1,-7,-1.2,8,-7,-3,-2,-1.1,11,0.9
CCOc1ccccc1N1CCN(C(=O)C(F)(F)F)CC1,31,-0.5,4,4,21,5,-4.2,16,0.5
O=C(c1ccc(F)cc1)N1CCOCC1,14,1.4,0,-17,-6,1,1.7,-2,0.2
O=C(C(Sc1ccccc1)c1ccccc1)N1CCN(c2ccccc2F)CC1 (configuration not stated),54,0.3,-10,2,39,36*,1.3,-10,-0.5
CC(=O)c1ccc(-n2nncc2-c2ccc([N+](=O)[O-])cc2)cc1,-20,0.6,-10,3,-46,2,1.3,6,0.4
Cc1nn(Cc2c(F)c(F)c(F)c(F)c2F)c(C)c1NC(=O)c1cccc(COc2ccc(Cl)cc2)c1,56,-1.5,1,-14,28,-4,1.5,16,-0.2
O=C(NCCO)c1cccc2c1-c1ccccc1C2=O,-14,0.4,-1,-3,25,6,1.0,-1,0.7
CCCCCOCC1CC(C/C(C)=N/NC(N)=O)(C(=O)OCC)C(=O)O1 (configuration not stated),4,0.7,5,-6,12,nt,1.5,-12,0.7
COC(=O)C(C(=O)OC)C(C[N+](=O)[O-])c1ccc(OC)cc1 (configuration not stated),11,-0.4,9,-47,37,8,-0.7,17,0.4
CC(C)Sc1nc(N2CCOCC2)c2c(c1C#N)CC(C)(C)N(C)C2,11,-1.4,-43,-14,17,3,-0.3,-11,1.2
O=C(Nc1ccccc1)OC1CCC2CC1CCC2OC(=O)Nc1ccccc1 (configuration not stated),25,4.9,40,-11,-79,5,0.2,31*,1.6
COc1ccc(OC)c(NC(=O)CC2SC(=N)N(c3ccccc3)C2=O)c1 (configuration not stated),-2,-0.3,7,-24,-5,-3,0.8,11,0.0
O=C(CCN1C(=O)/C(=C/C=C/c2ccccc2)SC1=S)Nc1nccs1,61,-0.3,-6,-19,1,3,3.8,-2,0.8
O=C(Nc1nnc(CC(=O)N2CCOCC2)s1)c1cccs1,12,-1.0,-28,-22,-7,0,-1.8,1,0.2
CC(=O)c1ccc(OCc2ccc(C(=O)c3ccccc3)cc2)cc1,47,2.8,-2,4,-34,-1,-0.3,24,1.4
COC(=O)c1cc2c(N)c(C(=O)c3ccccc3)sc2nc1C(OC)OC,-25,0.7,8,15,-18,nt,-0.4,5,-0.2
O=C(O)CN1CCN(Cc2ccc(F)cc2Cl)C1=O,-26,0.2,0,9,1,-3,0.0,-8,0.4
CCNCc1nc2cc(OC)c(OC)cc2c(=O)[nH]1,13,0.3,-2,-7,-1,1,1.6,7,0.5
COC(=O)c1cccc(NC(=S)Nc2cccc(Cl)c2Cl)c1,23,0.3,-4,-4,3,3,-1.9,-2,0.6
CCN(CC)c1ccc(C(=O)OCc2c(C)noc2C)cc1,9,-3.0,11,-6,3,2,1.0,0,-1.7
CC(=O)CSc1ncnc2sc3c(c12)CCC3,33,-1.7,5,-11,17,4,0.1,14,0.2
COc1ccc(-n2c3c(cc(C(=O)Nc4cccc(C)n4)c2=O)C(=O)CC(C)(C)C3)cc1,20,0.5,5,-13,18,3,1.4,-5,0.2
Cc1cc2nc(-c3ccc(SCC(=O)Nc4ccc5c(c4)OCCO5)nc3)[nH]c2cc1C,-45,0.6,-17,12,-43&-46,-6,-0.2,-7,-0.3
O=S(=O)(c1ccccc1)N1CCSC1c1ccco1 (configuration not stated),29,-3.0,-8,-32,6,3,-2.6,5,0.4
NC(=O)C1CCN(C(=O)c2ccc3c(=O)n(Cc4ccco4)c(SCC(=O)c4ccccc4)nc3c2)CC1,-7,0.8,1,0,-16,0,0.2,12,0.5
NS(=O)(=O)c1cccc(NC(=O)CSc2nnnn2-c2ccccc2)c1,-1,2.7,-10,-5,7,nt,2.5,-17,0.4
COc1ccc(C(=O)CSc2nc3nc(C)cc(C)n3n2)cc1OC,16,-0.1,-14,-7,-2,-6,1.3,12,1.2
CCOc1cc2[nH]c(=S)n(CCc3ccc(OC)c(OC)c3)c(=O)c2cc1OCC,23,0.0,6,7,0,-4,1.3,4,1.2
COc1ccc(CN2CCNC(=O)C2CC(=O)N2CCc3ccccc3C2)c(OC)c1 (configuration not stated),0,-2.2,5,-2,12,12,-1.4,-3,-0.3
CCc1ccc(-c2cc(C(=O)N/N=C/c3c[nH]c4ccccc34)[nH]n2)cc1,89*,-1.4,4,-23,-58,-2,0.8,10,-0.1
O=C(CCN1C(=O)C2C3C=CC(C3)C2C1=O)N1CCN(c2ccccc2Cl)CC1 (configuration not stated),13,1.2,0,-18,-5,-1,2.0,14,1.3
COc1cc(C(=O)NC(=S)Nc2ccc([N+](=O)[O-])cc2C)cc(OC)c1OC,4,0.3,-20,-12,0,-1,0.0,9,0.1
Cc1[nH]c2ccccc2c1N=Nc1cccc(C(=O)O)c1,-11,2.0,-8,-14,30,0,1.5,-4,0.7
CCOC(=O)N1CCN(C(=O)CCCn2c(=S)[nH]c3ccc(Br)cc3c2=O)CC1,7,0.1,10,-1,6,6,1.4,-2,-1.1
CCn1c(-c2c(Cl)c(C)nn2C)n[nH]c1=S,46,1.7,-15,-12,7,1,-1.5,7,0.3
CCc1nnc(NC(=O)c2ccc(S(=O)(=O)NC3CCCCC3)cc2)s1,8,1.0,8,-22,14&3,-7,1.5,-1,0.5
O=C(CSC1=NCCS1)N1CCN(c2ccccc2)CC1,-3,3.0,-28,-13,-4,-3,1.6,0,3.0
COC(=O)c1ccc(NC(=O)CCOc2ccccc2)cc1,-12,-0.9,-22,-4,-7,10,0.3,4,0.4
C/C(=N\Nc1nc(C)cc(=O)[nH]1)C1CC1,8,0.9,3,-23,11,-6,1.5,-11,0.8
CNS(=O)(=O)c1ccc(NC(=O)Nc2cccc(F)c2)cc1,21,2.2,25,-6,-68,-6,0.9,14,1.3
CCCCOP(=O)(c1ccc(N(C)C)cc1)C(O)c1cccnc1 (configuration not stated),-5,-0.4,11,4,21,-1,-1.1,-21,1.1
COc1ccc(OC)c(C(O)c2coc3ccc(O)c(CN(C)C)c23)c1 (configuration not stated),-10,0.1,-13,2,0,2,0.1,12,0.5
C#Cc1ccc([C@@H]2C=C(C(=O)OCC=C)O[C@H](OCc3ccc(CO)cc3)C2)cc1,27,-1.0,19,0,-1,9,-0.6,-25,-0.1
Cc1ccc(S(=O)(=O)NCC(=O)N(CC(=O)NCc2ccco2)Cc2cccs2)cc1,13,0.0,-13,0,3,-5,-0.1,11,-0.2
N#CC1=C(N)NC(SCc2ccc(Br)cc2)=C(C#N)C12CCCCC2,93*,5.4,19,8,-81,-1,3.1,19,1.9
N#CC1=C(N)Oc2n[nH]c(CSc3ccccc3)c2C12C(=O)Nc1ccccc12 (configuration not stated),39,-1.2,18,7,-3,7,0.7,-23,0.1
CC(C)C(=O)N1C2CCC1CC(O)(c1ccc(F)cc1)C2 (configuration not stated),19,0.3,-8,2,9&2,-1,-0.3,9,-0.2
S=C(Nc1ccc(Cl)cc1)N1CCN(Cc2ccccc2)CC1,30,2.3,14,-13,-32,-12,-0.1,4,0.9
